Bioassay records as filed in PubChem BioAssay.
Mito fusion yeast – qHTS Assay for Small Molecule Inhibitors of Mitochondrial Division or Activators of Mitochondrial Fusion | S. cerevisiae fusion-defective mutant growth rescue, CellTiterGlo 48 h | Potency, µM (top dose mostly 46.1 µM), for inactives: at the highest dose growth rescue (activation), actives largely listed as activators | actives 0.23% (n = 320,000) | AID 485298, 2010;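 further: potency means the concentration at half of the fitted maximal effect; % of control where 0% means no effect; nearly all actives have a fitted effect of over 45% in size; temperature-sensitive fusion mutants such as fzo1-1 at 37 °C on non-fermentable ethanol glycerol medium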
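Compounds are tested for their ability to restore growth of mitochondrial fusion-defective yeast strains at non-permissive 37C in YPEG medium over 48 hours. Viability is quantified by luciferase luminescence.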
A-T KAP1 phos – qHTS Assay for Identifying a Potential Treatment of Ataxia-Telangiectasia | AID 485349, 2010 | […] A-T fibroblasts, KAP-1 phosphorylation AlphaLISA; neocarzinostatin DNA damage 30 min before lysis | Potency, µM (doses to about 57.5 µM), for the others: at the top dose activation, usual class: activators | actives 0.19% (n = 320,000); further: potency means the concentration at half of the fitted maximal effect; % of control where 0% means no effect; nearly all actives have a fitted effect of over 45% in size
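hTERT-immortalized A-T patient fibroblasts ([…]), 500 cells/well in OPTI-MEM, 1% FBS, got compounds for 60 min, then NCS for 30 min at 37C. Lysates were then assayed for phospho-KAP-1 by AlphaLISA (anti-pKAP1 donor, anti-KAP1 acceptor beads), 6 hr at 25C.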
TCR act – Activators of T cell receptors: qHTS campaign; Potency, µM (series often up to 9.22 µM), without a hit: at the top dose activation of IL-2 secretion, actives largely listed as activators; AID 504894, 2011; 330,000 tested, under 10 active; primary human leukocytes, anti-CD3, IL-2 HTRF, 48 h; further: % of control where 0% means no effect
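Primary human leukocytes receive a-CD3 beads and test compound and are incubated 48 hr. Secreted IL-2 is then assayed by HTRF, measuring 665nm acceptor emission after 320nm excitation of the europium donor.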
Chronic BCR inh – qHTS Assay to Find Inhibitors of Chronic Active B-Cell Receptor Signaling. ABC-DLBCL IkBa-CBG/CBR reporter, luminescence ratio, 4 h. Potency, µM (series often up to 46.1 µM), inactives show at the top dose ratio change, negative = lower green/red ratio, usual class: inhibitors. actives 0.05% (n = 340,000); active means well fitted inhibition curve with a large enough effect in the signal ratio, with a control signal flat, not every such curve was filed as active; inconclusive means small, poorly fitted or top-dose-only effect, or effect the other way, or a change in a side signal; the % refers to the signal ratio;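 further: potency means the concentration at half of the fitted maximal effect; plate controls were basal doxycycline-induced cells for no effect and cells given 10 µM MG132 for full effect; MG132 reads +100%, hits lower the ratio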
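TMD8 ABC-DLBCL cells carrying doxycycline-inducible green luciferase fused to IkappaBalpha plus unfused red luciferase were exposed to compounds (up to 46 uM) for 4 hrs at 37C. Activity came from the overlap-corrected green/red luminescence ratio.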
S-ASM inh – Inhibitors of Secretory Acid Sphingomyelinase (S-ASM): qHTS. placental ASM, HMU-PC fluorogenic substrate, 60 min. Potency, µM (top dose mostly 57.5 µM), inactives show at the top dose activity change, negative = inhibition, usual class: inhibitors. actives 0.006% (n = 340,000); further: potency means the concentration at half of the fitted maximal effect
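Fluorogenic HMU-PC substrate (9 uM final) is turned over by placental ASM in 60 min at 37 C after a 10 min compound preincubation. Reaction ended by alkaline stop (pH 10), with fluorescence read at 386/447 nm.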
Eya2 phos inh – qHTS Assay for Inhibitors of the Phosphatase Activity of Eya2; actives 0.006% (n = 330,000); recombinant Eya2, OMFP fluorescence dephosphorylation (OMFP is methylfluorescein phosphate); Potency, µM (highest dose often 76.9 µM), for the others: at the highest dose activity, negative = inhibition, most hits filed as inhibitors; Protein phosphatase EYA2 (Homo sapiens), O00167; AID 488837, 2010; further: potency means the concentration at half of the fitted maximal effect; on the % scale 0 is the no-effect control and ±100 the full control effect
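Eya2 protein (added as 0.2 uM solution) was preincubated with compound for 10 min at ambient temperature in 50 mM HEPES pH 7.5, 50 mM NaCl, 5 uM MgCl2, 0.05% BSA, 1 mM DTT. OMFP (added at 50 uM) then reacted 10 min; fluorescence read at 485/525 nm.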
PTAP TSG101 blk – qHTS Assay for Iinhibitors of HIV-1 Budding by Blocking the Interaction of PTAP/TSG101; Fluorescence polarization, FITC-PTAP peptide / Tsg101 binding; Potency, µM (series often up to 115 µM), inactives show at the highest dose activity change, negative = inhibition, most hits filed as inhibitors; 340,000 tested, under 10 active; active means well fitted inhibition curve with a large enough effect in the main read-out, with a control signal flat, not every such curve was filed as active; inconclusive means small, poorly fitted or top-dose-only effect, or effect the other way, or a change in a side signal; inactive means no such curve, though single readings can be large or run the other way; further: potency means the concentration at half of the fitted maximal effect; % of control where 0% means no effect
Target sequence (Q99816 whole entry, looked up): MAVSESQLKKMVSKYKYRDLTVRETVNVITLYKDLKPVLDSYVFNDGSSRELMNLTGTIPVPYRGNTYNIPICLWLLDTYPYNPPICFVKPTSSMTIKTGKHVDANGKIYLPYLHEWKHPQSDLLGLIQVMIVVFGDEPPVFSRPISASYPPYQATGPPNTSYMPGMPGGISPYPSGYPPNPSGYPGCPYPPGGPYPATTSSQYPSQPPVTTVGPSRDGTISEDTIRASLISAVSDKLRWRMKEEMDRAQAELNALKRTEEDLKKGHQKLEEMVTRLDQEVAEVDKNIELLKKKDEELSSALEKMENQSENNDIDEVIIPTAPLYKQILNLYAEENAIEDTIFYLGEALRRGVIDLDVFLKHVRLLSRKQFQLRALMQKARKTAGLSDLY
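FP read-out: FITC-PTAP peptide, 50 nM final, binding Tsg101 binding domain, 10 uM final; 20 min, r.t.; 10 mM HEPES pH 7.5, 0.15 M NaCl, 0.01% Tween 20, 3 mM EDTA, 0.1 mM TCEP.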
ELG1 repair inh – qHTS screen for small molecules that inhibit ELG1-dependent DNA repair in human embryonic kidney (HEK293T) cells expressing luciferase-tagged ELG1 | HEK293T ELG1-luciferase reporter, luminescence, 16 h; DNA damage induced by 5-fluorouridine | actives 2.3% (n = 330,000) | AID 504467, 2011 | Potency, µM (highest dose often 46.1 µM), without a hit: top-dose activity change, negative = inhibition, most hits filed as inhibitors; further: potency means the concentration at half of the fitted maximal effect; on the % scale 0 is the no-effect control and ±100 the full control effect; nearly all actives have a fitted effect of over 55% in size
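Step one: seed 2,000 cells per well. Step two: pin-transfer compound or DMSO alongside 5-fluorouridine. Step three: incubate 16 hr, 37 °C, 5% CO2. Step four: add ONE-Glo, wait 30 min, read luminescence.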
Tb PFK inh – qHTS Assay to Find Inhibitors of T. brucei phosphofructokinase; ATP-dependent 6-phosphofructokinase (Trypanosoma brucei brucei), O15648; T. brucei PFK, ADP-Glo luminescence; Potency, µM (top dose mostly 57.5 µM), without a hit: at the top dose activity, negative = inhibition, hits mostly inhibitors; actives 0.17% (n = 330,000);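 further: potency means the concentration at half of the fitted maximal effect; 0% = uninhibited 1x PFK enzyme wells and -100% = no-enzyme wells; nearly all actives have a fitted effect of over 60% in size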
Target sequence (O15648 whole entry, looked up): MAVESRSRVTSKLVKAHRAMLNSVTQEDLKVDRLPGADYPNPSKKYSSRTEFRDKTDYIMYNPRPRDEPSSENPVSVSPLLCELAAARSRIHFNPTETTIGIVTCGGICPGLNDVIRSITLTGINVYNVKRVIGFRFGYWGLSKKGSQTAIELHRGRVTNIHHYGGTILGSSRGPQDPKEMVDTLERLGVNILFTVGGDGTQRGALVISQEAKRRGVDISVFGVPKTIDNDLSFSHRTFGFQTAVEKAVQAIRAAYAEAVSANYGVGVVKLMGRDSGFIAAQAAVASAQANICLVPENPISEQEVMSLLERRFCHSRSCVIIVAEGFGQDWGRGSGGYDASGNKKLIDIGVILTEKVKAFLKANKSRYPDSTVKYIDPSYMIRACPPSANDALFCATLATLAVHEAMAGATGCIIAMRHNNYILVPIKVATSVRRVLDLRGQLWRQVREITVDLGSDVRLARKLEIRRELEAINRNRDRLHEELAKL
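1.25 nM PFK with 0.5 mM F6P and 0.1 mM ATP in 0.1 M TEA pH 8.0, 5 mM MgCl2, incubated 45 min at room temperature; ADP measured by ADP-Glo luminescence; compounds titrated up to 57 uM.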
TSHR antag – Antagonists of the Thyroid Stimulating Hormone Receptor: HTS campaign. Thyrotropin receptor (Homo sapiens), P16473. TSHR-expressing cells, TSH-stimulated cAMP HTRF, 2 h; stronger effect = lower value. activity change, negative = inhibition, % at 11.5 µM. AID 504810, 2011. actives 0.2% (n = 330,000);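 active means activity change below a set negative limit, meaning inhibition stronger than a set level, cut at about -70% in these data; inconclusive means activity change between two set negative limits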; further: on the % scale 0 is the no-effect control and ±100 the full control effect
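TSHR-expressing cells were treated with compounds, then stimulated with TSH at EC80 (4nM final) for 2 hours at 37 deg C. Cellular cAMP was measured by HTRF competition between lysate cAMP and cAMP-d2 for a cryptate-labelled anti-cAMP antibody.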
a7 integrin act – qHTS for Activators of Integrin-Mediated Alleviation for Muscular Dystrophy | alpha7betagal myoblasts, beta-gal FDG fluorescence, 48 h | Potency, µM (series often up to 38.3 µM), without a hit: at the top dose activation, usual class: activators | actives 0.064% (n = 350,000) | AID 624291, 2012;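 further: potency means the concentration at half of the fitted maximal effect; 100% = response of the positive control SU9516; nearly all actives have a fitted effect of over 60% in size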
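alpha7betagal+/- myoblasts (passage 13, 250/well) treated 48 h at 37C with compounds at 1:260 dilution of DMSO stock. Lysed, then beta-galactosidase activity read as FDG fluorescence (ex 480/em 540) after 30 min, with pre-read for autofluorescence.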
* = called active by the depositor; ? = inconclusive; / = no result given; [ ] = another dose, or the depositor's remark. Unless noted, the call rests on the fitted dose curve; in most records, active means well fitted curve in the direction sought with a large enough effect; inconclusive means small, poorly fitted or top-dose-only effect, or another doubt; inactive means no such curve, though single readings can be large; an effect the other way counts as inactive or inconclusive.

SMILES | Mito fusion yeast | A-T KAP1 phos | TCR act | Chronic BCR inh | S-ASM inh | Eya2 phos inh | PTAP TSG101 blk | ELG1 repair inh | Tb PFK inh | TSHR antag | a7 integrin act
Cc1ccccc1NC(=O)C1CCCN(S(=O)(=O)c2cnc[nH]2)C1 (centres undefined) | 0% | -3% | -8% | 0% | 4% | 8% | -3% | 29% | -3% | -1 | 12%
CCOC(=O)c1nn(-c2cccc(Cl)c2)c2nc(CC(C)C)c(C#N)c(=O)n12 | 18% | -3% | -8%[46.1 µM] | 14% | -9% | -36% | 1% | 15% | 1% | -16 | 17%
CCN(CC)CCCNC(=O)c1oc2ccc3c(c2c1C)C(O)CC(C)(C)O3 (centres undefined) | 2% | 8% | -8% | 3% | -1% | 9% | -1% | 8% | 3% | -5 | -72%[inhibitor]
O=C(c1ccc(Cl)s1)N1CCCC1 | 11% | 10% | 7% | -5% | 3% | -1% | -1% | 3% | 5% | -12 | 21%
CCOC(=O)c1c(S(=O)(=O)N2CCN(C)CC2)c(C)n(C)c1C | 3% | 1% | -1% | 1% | 2% | 5% | -5% | 18% | 2% | -2 | 30%
CC(NC(=O)COC(=O)/C(=C/c1cccs1)c1cccs1)c1ccccc1 (centres undefined) | ? | 7% | 4%[46.1 µM] | -8% | -7% | -4% | -7% | ? | -11% | 16 | 3%
Cc1ccc(N/N=C(\Cc2nc3ccccc3[nH]2)c2ccccc2)cc1 | 16% | 1% | 0%[46.1 µM] | 23µM* | 79%[activator] | -2% | 1% | ? | 3% | 11 | -17%
O=C(NCCN1CCOCC1)c1cnn2c1NC(c1cccs1)CC2C(F)(F)F (centres undefined) | -1% | 0% | -5% | 1% | 8% | -14% | 2% | -9% | 0% | -2 | 20%
Cc1ccc(S(=O)(=O)NCCC(=O)NCCSc2ccc(Br)cc2)cc1 | 2% | -2% | 0% | ? | 0% | -14% | -5% | 0% | 2% | -8 | -21%
CCN(c1ccc(OC)cc1)S(=O)(=O)c1nnc(NC(=O)c2ccc(C)cc2)s1 | 15% | 6% | 8% | 20% | 0% | 3% | -8% | 4% | 5% | -6 | -8%
COc1cccc(C(=O)OCC(=O)NCC2CCCO2)c1 (centres undefined) | / | 8% | 1% | 1% | 2% | 2% | -1% | 4% | -1% | 6 | 15%
CC(NC(=O)c1ccccc1NS(=O)(=O)c1ccc(CCC(=O)O)cc1)c1ccccc1 (centres undefined) | 2% | 8% | 0% | ? | 8% | 8% | / | 15% | 0% | -9 | ?
O=C(CN1C(=O)NC(Cc2ccccc2)C1=O)Nc1ccc(F)cc1 (centres undefined) | 1% | -2% | -15% | -5% | 1% | 26%[15.4 µM] | 2% | -3% | -2% | 6 | 30%
Cn1c(SCc2ccccn2)nnc1-c1cnccn1 | -8% | / | -13% | 2% | 1% | 8% | -4% | ? | 2% | 5 | -3%
COc1ccccc1CNC(=O)COC(=O)c1ccncc1 | / | 0% | -2% | 1% | 11% | -2% | -2% | 12% | 1% | -1 | -7%
O=C(O)CC(C(=O)NCc1ccccc1)C1CCCO1 (centres undefined) | -2% | 6% | -3% | 0% | -1% | 4% | 1% | 3% | -1% | -3 | 0%
Cn1c(CO)cnc1SCc1ccccc1 | 1% | -6% | -4% | -2% | 3% | 3% | -5% | ? | -2% | 2 | -5%
COC(=O)C1=C(C)N=c2s/c(=C/c3ccoc3)c(=O)n2C1c1ccccc1 (centres undefined) | -4% | / | -1% | / | -14% | / | 8% | / | / | / | -17%
CN1CCN(C(=O)C2=C[C@@H](c3ccccc3)C[C@@H](OCCCCO)O2)CC1 | -1% | -8% | 5% | 17% | 1% | 1% | -6% | -9% | 1% | 3 | 2%
COc1cc(C)ccc1OC(C)C(=O)Nc1ccc(N2CCCCC2)cc1 (centres undefined) | / | -8% | 3% | 2% | -1% | 4% | -2% | -19% | -2% | / | -9%
CC(C)(C)NC(=O)NC(=O)COC(=O)c1cccc(S(=O)(=O)N2CCCCC2)c1 | -8% | -3% | 1%[46.1 µM] | -1% | / | -1% | -4% | 6% | -7% | -3 | 5%
CC(C)(C)NC(=O)CN(C(=O)CS(=O)CC(=O)Nc1ccc(F)cc1)c1ccccc1F (centres undefined) | -7% | -4% | -2% | -5% | 4% | -1% | -4% | 8% | 3% | -8 | -26%
CC(=O)Nc1ccc(SCC(=O)Nc2sccc2C#N)cc1 | -4% | 8% | 1% | -2% | -2% | 3% | -1% | ? | 2% | -3 | 4%
O=S(=O)(c1ccccc1)N1CCN(c2nnnn2-c2ccccc2)CC1 | 4% | / | -8% | 11% | -1% | 3% | -2% | 8% | -1% | 7 | -23%
CC(=O)c1c(C)[nH]c(C(=O)Nc2cccc(C#N)c2)c1C | 0% | 3% | 5% | 13% | -1% | 19% | -1% | 16% | 1% | 1 | ?
COc1ccc(C(=O)Nc2ccc(C)cn2)cc1S(=O)(=O)N1CCCc2ccccc21 | 28% | 0% | -6% | ? | -5% | -3% | 0% | ? | 24% | -21 | -22%
COc1ccc(CNC(=O)C/C(C)=N/NC(=O)c2ccccc2OC)cc1 | -1% | 3% | 0% | ? | 0% | -12% | -3% | 15% | 0% | 4 | -15%
COc1ccccc1C(=O)Nc1ccc(S(=O)(=O)N2CCC(C)CC2)cc1 | 20% | -1% | -2% | -4% | -3% | 9% | -6% | ? | -9% | -5 | 5%
CC(Cc1c[nH]c2ccccc12)C(=O)NCc1ccco1 (centres undefined) | 7% | 5% | 4% | 1% | -1% | -2% | -3% | 8% | ? | 5 | 7%
CCOc1cc(C(=O)Nc2nnc(S(=O)(=O)N3CCOCC3)s2)cc(OCC)c1OCC | -1% | 4% | 1% | 0% | -8% | 8% | -1% | 2% | 1% | 2 | 20%
CC(C)CC(=O)N1CC(C)N(C(=O)CC(C)C)CC1C (centres undefined) | -2% | -6% | -1%[46.1 µM] | 2% | / | 0% | / | -11% | -4% | 3 | /
CCOc1ccc(Br)cc1CSC(=N)N | 1% | -1% | -3%[46.1 µM] | ? | 2% | 5% | 1% | ? | 0% | -9 | -38%
CCOC(=O)C1CCCN(C(=O)c2ccc([N+](=O)[O-])cc2)C1 (centres undefined) | -1% | 5% | -6%[46.1 µM] | 5% | -1% | -15% | 0% | 9% | 0% | 0 | -10%
Cc1onc(-c2ccccc2Cl)c1C(=O)Nc1ccc(S(=O)(=O)Nc2nccs2)cc1 | -1% | 5%[11.5 µM] | -5% | ? | 0% | 7% | -2% | 3% | 0% | -35 | 7%
COc1ccc(OC)c(N/C(C)=C/C(=O)c2ccccc2)c1 | 6% | -10% | -2%[46.1 µM] | ? | 1% | -7% | 1% | ? | 4% | -6 | 37%
CC(=O)NC1C(OCc2ccccc2)OC(COC(C)=O)C(OC(C)=O)C1OC(C)=O (centres undefined) | -3% | 8% | -2%[46.1 µM] | 0% | -1% | 4% | -3% | 3% | 4% | 5 | 20%
CCOC(=O)N1CCN(c2c(NCc3cccs3)c(=O)c2=O)CC1 | 1% | -6% | 1% | ? | 1% | -4% | -7% | -1% | 2% | 7 | -6%
Cc1onc(-c2ccccc2)c1C(=O)Nc1nnc(N2CCCCCC2)s1 | 12% | 10% | -4% | 4% | -4% | -19% | 0% | ? | -22% | -25 | -17%
